Source: PubChem (National Center for Advancing Translational Sciences (NCATS))
TDP-43 yeast inh: rescues yeast growth from TDP-43 toxicity; TDP-43 expressing yeast growth rescue, BacTiter-Glo, 24 h; Potency, µM (highest dose often 46.1 µM), without a hit: top-dose growth rescue (activation), usual class: activators; 410,000 compounds, 1.8% hits; note: potency is the fitted concentration of half-maximal effect; % of control where 0% means no effect; nearly all actives have a fitted effect of over 50% in size
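Growth rescue of TDP-43-toxic yeast measured as ATP luminescence (BacTiter-Glo). Cells grown to mid-log in raffinose, induced in galactose at OD600=0.02, exposed to compound 24 hr at 30 deg C.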
Abeta yeast res: restores growth of yeast expressing A-beta42 peptide; yeast expressing A-beta42, growth rescue, OD600, 48 h; response scale: 0% DMSO, 100% iron-clioquinol control; Potency, µM (top dose mostly 46.1 µM), for the others: at the highest dose growth rescue, actives largely listed as activators; 410,000 compounds, 0.063% hits; AID 1347071; note: potency is the fitted concentration of half-maximal effect; nearly all actives have a fitted effect of over 55% in size
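Yeast A-beta toxicity model in growth medium with pinned compounds, 48 h at 30 C; growth read as absorbance at 600 nm. Normalized to FeCl3/clioquinol equimolar mix (positive) and DMSO (negative).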
pAkt inh: Akt phosphorylation inhibition | Neuro2A IGF-stimulated pAkt S473 HTRF, 20 min; hits give low values | activity change, % for hits at 50 µM | 360,000 compounds, 0.32% hits; in the data active = activity change below about -80%; inconclusive = mostly about -51% to -80%; note: % is set by controls: 0 for no effect and ±100 for the full control effect
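Neuro2A cells in DMEM with 0.5% FBS, overnight at 37 deg C, given compound at single 50 µM final, then IGF (6 nM final) for 20 min at 37 deg C. Lysed; phospho-Akt Ser473 by HTRF after 24 h, 665/615 ratio.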
aSyn rescue: alpha-synuclein toxicity inhibition in yeast. 370,000 compounds, 0.14% hits. Yeast expressing alpha-synuclein, growth rescue, BacTiter-Glo, 24 h. Potency, µM (top dose mostly 46.1 µM), for the others: at the top dose growth rescue (activation), usual class: activators; note: potency is the fitted concentration of half-maximal effect; % of control where 0% means no effect; nearly all actives have a fitted effect of over 65% in size
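Galactose-induced alpha-syn yeast (OD600=0.02, raffinose-pregrown) + pinned cpd, 24 hr, 30 deg C; growth by BacTiter-Glo luminescence. Growth restoration scores as activation.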
FUS suppressor: rescues growth of FUS-expressing yeast | S. cerevisiae FUS-expressing, growth rescue, OD600, 24 h | Potency, µM (series often up to 76.6 µM), without a hit: top-dose growth rescue (activation), hits mostly activators | 390,000 compounds, 0.24% hits;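 note: potency is the fitted concentration of half-maximal effect; plate controls were DMSO vehicle for no effect and reference control for full effect; nearly all actives have a fitted effect of over 55% in size; some results filed as inactive show a strong effect at the top dose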
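FUS-expressing yeast, raffinose-pregrown, induced in 2% galactose minimal medium at OD 0.005; compounds in a dilution series, 24hr at 30C. Growth restoration read as absorbance at 600 nm. CP55940 positive control, DMSO negative.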
GLP-1R inv ag: acts as inverse agonist at human GLP-1 receptor. P43220. HEK293 GLP-1R CRE-luciferase, luminescence, 24 h; GLP-1R form is constitutively active. Potency, µM (titrated, usually from 38.3 µM), for the others: top-dose activity change, negative = inhibition, actives largely listed as inhibitors. 410,000 compounds, 1.6% hits; note: potency is the fitted concentration of half-maximal effect; % is set by controls: 0 for no effect and ±100 for the full control effect; nearly all actives have a fitted effect of over 55% in size
Target sequence (P43220 whole entry, looked up): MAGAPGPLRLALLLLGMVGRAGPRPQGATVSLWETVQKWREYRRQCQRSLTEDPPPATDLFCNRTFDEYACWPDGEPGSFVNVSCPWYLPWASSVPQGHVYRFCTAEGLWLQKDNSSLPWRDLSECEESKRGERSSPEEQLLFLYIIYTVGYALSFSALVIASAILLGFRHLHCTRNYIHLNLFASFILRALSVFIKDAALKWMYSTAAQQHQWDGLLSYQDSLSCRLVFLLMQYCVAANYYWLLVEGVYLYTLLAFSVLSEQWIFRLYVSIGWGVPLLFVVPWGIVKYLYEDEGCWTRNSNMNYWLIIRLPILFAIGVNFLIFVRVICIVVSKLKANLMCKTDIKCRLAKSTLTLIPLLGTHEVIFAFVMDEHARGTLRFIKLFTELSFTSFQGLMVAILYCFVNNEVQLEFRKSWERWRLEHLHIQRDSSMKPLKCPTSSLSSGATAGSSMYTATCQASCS
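Assay principle: reduced luminescence from a cAMP-responsive reporter in HEK293 cells co-expressing a constitutively active GLP-1R. Conditions: 24 hr compound incubation, 37 deg C, 5% CO2.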
PTHR1 ag: agonists of human PTHR1 parathyroid hormone receptor | HEK293 GP2 PTHR1 cells, GloSensor cAMP luminescence, 1 h | 410,000 compounds, 0.075% hits | Potency, µM (highest dose often 115 µM), without a hit: top-dose activation, actives largely listed as activators | Q03431; note: potency is the fitted concentration of half-maximal effect; nearly all actives have a fitted effect of over 55% in size; some results filed as inactive show a strong effect at the top dose; inactives centre near -15; many of its hits are not listed in these tables
Target sequence (Q03431 whole entry, looked up): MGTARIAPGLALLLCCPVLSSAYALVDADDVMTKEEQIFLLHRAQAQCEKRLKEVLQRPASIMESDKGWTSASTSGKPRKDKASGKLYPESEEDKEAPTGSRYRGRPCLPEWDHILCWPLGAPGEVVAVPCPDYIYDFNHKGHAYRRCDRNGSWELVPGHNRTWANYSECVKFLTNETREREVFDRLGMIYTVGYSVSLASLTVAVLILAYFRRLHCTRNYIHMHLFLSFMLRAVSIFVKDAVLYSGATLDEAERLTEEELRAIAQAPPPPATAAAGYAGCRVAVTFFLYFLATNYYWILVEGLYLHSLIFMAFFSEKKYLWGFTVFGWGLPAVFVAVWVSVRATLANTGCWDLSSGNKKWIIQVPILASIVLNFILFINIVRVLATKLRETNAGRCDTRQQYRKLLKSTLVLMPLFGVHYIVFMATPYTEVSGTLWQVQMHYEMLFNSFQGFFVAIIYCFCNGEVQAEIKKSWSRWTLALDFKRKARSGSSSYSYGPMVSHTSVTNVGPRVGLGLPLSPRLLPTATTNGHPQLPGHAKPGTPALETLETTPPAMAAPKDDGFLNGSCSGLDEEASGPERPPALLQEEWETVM
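HEK-293-derived GP2 cells expressing PTHR1 and a GloSensor cAMP reporter, 3,000/well, plated overnight, given luciferin plus IBMX (each 0.5 mM as added) for 1 h at 37 °C, then compound for 1 h at 37 °C. Luminescence was read after 15 min at room temperature.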
GLP-1R agonist: activates the human GLP-1 receptor; P43220; HEK293 GLP-1R CRE-luciferase, luminescence, 4-6 h; cells express a hypersensitive GLP-1R form; Potency, µM (doses to about 45.6 µM), for the others: at the highest dose activation, most hits filed as activators; 380,000 compounds, 0.007% hits; note: potency is the fitted concentration of half-maximal effect; % of control where 0% means no effect
DRD3 antagonist: blocks the human D3 dopamine receptor; P35462; D3R cells, DiscoveRx beta-arrestin luminescence, antagonist mode; hits give low values; max response, negative = inhibition, %; 360,000 compounds, 2.5% hits; AID 652054; in the data active = max response below about -50%; inconclusive = no clear call, values can overlap the other calls; note: % is set by controls: 0 for no effect and ±100 for the full control effect; mostly tested at two doses, the higher about 12 µM
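Cells plated overnight at 1500 cells/well, then exposed to library compounds with dopamine controls for 90 minutes at 37 degrees C. DiscoveRx reagent added for 30–60 minutes at room temperature; luminescence read, quantitative HTS format.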
An asterisk follows results filed as active; i = inactive; ? = inconclusive; / = not tested or not shown; & = joins results of further samples; [ ] = remark or other dose. Unless noted, calls come from the whole dose curve; as a rule, active = well fitted curve in the direction sought with a large enough effect; inconclusive = small, poorly fitted or top-dose-only effect, or another doubt; inactive = no such curve, though single readings can be large; an effect the other way counts as inactive or inconclusive.

SMILES | TDP-43 yeast inh | Abeta yeast res | pAkt inh | aSyn rescue | FUS suppressor | GLP-1R inv ag | PTHR1 ag | GLP-1R agonist | DRD3 antagonist
O=C(Nc1ccncc1NC(=O)c1cccc([N+](=O)[O-])c1)c1cccc([N+](=O)[O-])c1 | / | 1.1% | i | 0.2% | 8.8% | 8.4% | i | 1.2% | 20.8
Cc1oc2c(c(C)cc3oc(=O)c(CC(=O)NCc4ccc(F)cc4)c(C)c32)c1C | 2.4% | -19.7% | / | / | -13.0% | 13.5% | -18.7% | / | /
O=C(NC1CCc2ccccc21)C12CN(Cc3ccccc3)CC1C(c1cccc([N+](=O)[O-])c1)=NO2 (stereo unspecified) | 22.9% | 7.5% | i | 6.0% | ? | ? | -3.3% | 0.3% | 0.0
CCNC(=O)CNC(=O)c1nn(Cc2ccccc2)c(=O)c2ccccc12 | -6.6% | 4.5% | i | 0.9% | 15.0% | 16.4% | -9.0% | 7.8% | -12.1
COc1ccc(C2=NOC(C(=O)Nc3cccc(O)c3)C2)cc1 (stereo unspecified) | 10.7% | -17.8% | i | 3.8% | 17.6% | 7.9% | i | 3.3% | 0.8
O=C(Nc1ccc(N2CCOCC2)cc1)c1cccc(S(=O)(=O)N2CCC(Cc3ccccc3)CC2)c1 | 2.3% | 1.6% | i | -4.7% | 7.8% | 0.9% | -0.3% | 13.4% | -5.5
Cc1cc(C)c2oc(-c3cccc(NC(=O)COc4ccccc4Cl)c3C)nc2c1 | 14.0% | 2.7% | / | / | -12.6% | -4.3% | i | / | /
Cc1ccccc1-n1c(SCc2cccc(F)c2)nc2[nH]ncc2c1=O | 4.7% | 0.0% | i | -0.7% | 22.3% | -15.9% | -23.5% | 20.9% | 8.2
COc1cc(/C=C(/C(=O)c2cccs2)c2nc3ccccc3[nH]2)cc(OC)c1O | -0.1% | -20.3% | i | 0.9% | ? | ? | -27.6%[57.5 µM] | -16.4% | -99.9*
Cc1cc2c(cc3c(=O)n(CC(=O)NCCCN4CC(C)CC(C)C4)ncn32)s1 (stereo unspecified) | -7.6% | 5.5% | i | 1.9% | 43.4% | ? | -13.8% | -0.7% | ?
COc1ccc(S(=O)(=O)N2CCOCC2)cc1NC(=O)COC(=O)c1ccc(C)s1 | 30.0% | -12.1% | i | -5.8% | 5.0% | 4.3% | -29.2% | 8.5% | 10.6
O=C(COC(=O)/C=C/c1ccccc1)NCc1ccco1 | 5.1% | -20.7% | i | -4.3% | -1.5% | 1.6% | 2.2% | 3.8% | -13.1
CCC(CC)C(=O)Nc1cc([N+](=O)[O-])ccc1Cl | ? | -2.2% | i | 2.7% | / | 9.1% | i | 7.1% | -10.8
CCOC(=O)N1CCN(C(=O)c2cc3c(ccc4ccccc43)oc2=O)CC1 | -9.7% | -8.3% | i | -2.3% | 18.0% | 8.4% | -3.9%[57.5 µM] | -4.0% | -7.8
C=CCn1ccc2c([N+](=O)[O-])cccc2c1=O | 14.5% | 15.2% | i | -2.5% | 5.2% | 26.7% | i | -2.1% | -10.1
CCOC(=O)c1c(C(F)(F)C(F)(F)C(F)(F)C(F)(F)F)n[nH]c1C | ? | 10.7% | i | 0.7% | 33.1% | 10µM* | -8.3% | -0.7% | 6.4
O=S(=O)(Nc1cccc(CCc2ccccn2)c1)c1ccc2ccccc2c1 | 5.7% | -11.9% | i | 8.5% | 8.5% | 7.2% | i | 1.6% | 0.5
CC(=O)Oc1ccc2c(C)cc(=O)[nH]c2c1 | 3.8% | 9.3% | i | 4.2% | -13.1% | 1.9% | -7.3%[57.5 µM] | 10.0% | 23.7
NS(=O)(=O)c1ccc(-c2ccc(C=C3C(=O)c4ccccc4C3=O)o2)cc1 | 24.8% | 0.0% | i | -3.3% | -15.3% | 9.9% | i | 10.3% | ?
CCOc1ccccc1N1C(=O)CC(Sc2ccccc2N)C1=O (stereo unspecified) | 0.0% | 8.5% | i | -9.4% | 5.5% | -24.3% | -2.0% | 12.0% | 33.5
O=c1cc(-c2ccccc2)n2c(SCc3ccc(Br)cc3)nnc2[nH]1 | 16.8% | -2.2% | / | / | -1.1% | 0.0% | i | / | /
O=C(Cn1cc(C(=O)C2CC2)c2ccccc21)Nc1ccc(Br)cc1 | -2.2% | -16.8% | / | / | -10.7% | 1.0% | 3.4% | / | /
COc1ccc(C2CC(c3ccc(Cl)cc3)=NN2C(C)=O)cc1 (stereo unspecified) | 12.6µM* | 29.9% | i | ? | 31.4% | ? | -34.4%[inhibitor] | 0.4% | 7.7
CN1CCN(C(=O)C2CC(=O)N(c3ccc(F)c(Cl)c3)C2)CC1 (stereo unspecified) | 14.2% | 13.3% | i | 2.8% | 5.9% | 0.0% | 3.2% | -4.9% | 2.6
O=C(N/N=C/c1cc(Br)c(Br)o1)c1cccnc1 | -5.3% | 3.9% | i | -2.7% | / | 3.4% | i | -2.1% | -7.4

3 compounds already listed, ordered by the number in PTHR1 ag, descending.
Structure	PTHR1 ag
CN1CCN(C(=O)C2CC(=O)N(c3ccc(F)c(Cl)c3)C2)CC1 (stereo unspecified)	3.2%
CCOc1ccccc1N1C(=O)CC(Sc2ccccc2N)C1=O (stereo unspecified)	-2.0%
Cc1ccccc1-n1c(SCc2cccc(F)c2)nc2[nH]ncc2c1=O	-23.5%

Some values from above:
Cc1cc(C)c2oc(-c3cccc(NC(=O)COc4ccccc4Cl)c3C)nc2c1 | FUS suppressor: -12.6%
CCOc1ccccc1N1C(=O)CC(Sc2ccccc2N)C1=O (stereo unspecified) | GLP-1R agonist: 12.0%
O=C(NC1CCc2ccccc21)C12CN(Cc3ccccc3)CC1C(c1cccc([N+](=O)[O-])c1)=NO2 (stereo unspecified) | DRD3 antagonist: 0.0
O=C(N/N=C/c1cc(Br)c(Br)o1)c1cccnc1 | aSyn rescue: -2.7%
Cc1cc2c(cc3c(=O)n(CC(=O)NCCCN4CC(C)CC(C)C4)ncn32)s1 (stereo unspecified) | aSyn rescue: 1.9%

Further records.
SMILES | TDP-43 yeast inh | Abeta yeast res | pAkt inh | aSyn rescue | FUS suppressor | GLP-1R inv ag | PTHR1 ag | GLP-1R agonist | DRD3 antagonist
Cc1cc2c(c(=O)o1)C(C13C=CC(CC1)C3)C(C#N)=C(N)O2 (stereo unspecified) | 0.3% | 21.3%[9.22 µM] | i | 11.1% | -16.5% | -6.8% | i | -11.0% | 13.3
CC(=O)Nc1ccc2nc(NC(=O)COc3ccccc3)sc2c1 | -11.1% | 7.4% | i | 0.3% | -5.6% | -0.6%[0.307 µM] | i | -7.0% | 5.0
Cc1ccc(-c2csc(C3=C(O)CN(NC(=O)c4ccc([N+](=O)[O-])cc4)C3=N)n2)cc1 | -5.9% | 3.8% | i | -4.3% | -1.9% | 1.8% | -0.1% | 4.9% | -12.8
O=C(CN1CCC(c2nc3ccccc3s2)CC1)NCc1ccccc1 | -2.8% | 14.3% | i | -2.3% | 15.8% | ? | -15.1%[57.5 µM] | 10.9% | -25.2
CCOC(=O)c1c(NC(=O)CSc2nnc(-c3ccccc3)o2)sc(C(C)=O)c1C | -7.5% | 3.4% | i | 5.1% | 10.2% | 14.8% | -27.5%[57.5 µM] | -1.1% | 9.2
COCCN(C(=O)c1csnn1)C(C(=O)NC1CCCCC1)c1ccc(Cl)cc1 (stereo unspecified) | -15.5% | 1.0% | i | -0.7% | 24.1% | -13.6% | -9.3% | 16.8% | 0.1
Cc1cccc(-c2ccc3c(c2)C2CC3CCN2)c1 (stereo unspecified) | 11.5% | 5.5% | i | 3.5% | -24.6% | ? | -37.9% | 14.5% | 0.0
COc1ccc(C2CC(=O)c3sc(NC(C)=O)nc3C2)cc1 (stereo unspecified) | ? | -5.7% | i | -0.2% | / | 13.4% | i | -2.8% | 15.1
Cc1ccc(-c2nc3ccccc3[nH]2)cc1NC(=O)COc1ccccc1[N+](=O)[O-] | 8.3% | -5.5% | / | / | 11.5% | ? | -37.9%[inhibitor] | / | /
CC(OC(=O)c1ccc2ccccc2n1)C(=O)c1ccccc1 (stereo unspecified) | 24.4% | -22.0% | i | 0.6% | 6.7% | 17.4% | -28.8% | 6.1% | 12.5
CC(C)C[C@@H]1O[C@H](CCc2ccccc2)CC2=C1C(=O)OC(C)(C)O2 | -15.2%&-2.1% | -26.8%&-19.0% | i | 4.8%&8.7% | 1.6%&4.9% | ? | -70.9%&-16.7%[inhibitor] | 1.0%&2.8% | 24.6&-5.0
Cc1csc(=O)n1CC(=O)Nc1nc2ccccc2s1 | -5.7% | -5.7% | i | -6.6% | / | -15.3% | i | 19.8% | 11.8
O=C(CCNc1n[nH]c(=O)[nH]c1=O)N/N=C/c1ccc(Cl)cc1 | -22.9% | -9.7% | i | -4.1% | 21.3% | 12.4% | i | 6.0% | -2.6
COc1ccc(NCc2nnc(SCC(=O)N3CCCc4ccccc43)n2C)cc1 | -8.0% | 14.0% | i | 1.4% | 18.2% | 0.0% | i | -6.9% | 5.4
CC1(C)CC(=O)C(=Cc2cn(-c3ccccc3)nc2-c2ccccc2)C(=O)C1 | 8.7% | -6.8% | i | 0.0% | -6.7% | 16.4% | -96.1%[inhibitor] | 6.3% | -0.9
Cc1cccn2c(=O)c(C=NCc3ccco3)c(Nc3ccc(SC(F)F)cc3)nc12 | 10.7% | 8.1% | i | -4.5% | 9.7% | 3.2% | i | 12.7% | 20.9
c1ccc(-c2nnc(SCc3ccncc3)o2)cc1 | -1.0% | -10.8% | i | -1.6% | -36.2% | 1.6% | -5.0% | 7.1% | -6.5

Not all compounds are listed; rates above refer to the full screens.
